# USP1 inh: blocks the human USP1/UAF1 deubiquitinase complex. AID 743255. recombinant USP1/UAF1, Ub-Rhodamine cleavage fluorescence. 0.23% of 390,000 active. Potency, µM (highest dose often 57.1 µM), without a hit: at the highest dose activity change, negative = inhibition, usual class: inhibitors. O94782; further: potency means the concentration at half of the fitted maximal effect; on the % scale 0 is the no-effect control and ±100 the full control effect; nearly all actives have a fitted effect of over 60% in size; inactives centre near -12
#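 USP1/UAF1 complex (1 nM) preincubated 15 min at room temperature with compound, then Ub-Rho substrate (150 nM final) added. Kinetic fluorescence at 480/540 nm over 6 reads at 60 s intervals; 50 mM HEPES pH 7.8, 0.5 mM EDTA, 0.1 mg/ml BSA, 1 mM TCEP, 0.01% Tween-20.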
# GLS inh: glutaminase GLS (human) inhibition; GLS enzymatic activity, qHTS titration; Potency, µM (series often up to 45.5 µM), inactives show at the highest dose activity change, negative = inhibition, actives largely listed as inhibitors; 0.21% of 410,000 active; AID 624170; further: potency means the concentration at half of the fitted maximal effect; on the % scale 0 is the no-effect control and ±100 the full control effect
# Target sequence (O94925 whole entry, looked up): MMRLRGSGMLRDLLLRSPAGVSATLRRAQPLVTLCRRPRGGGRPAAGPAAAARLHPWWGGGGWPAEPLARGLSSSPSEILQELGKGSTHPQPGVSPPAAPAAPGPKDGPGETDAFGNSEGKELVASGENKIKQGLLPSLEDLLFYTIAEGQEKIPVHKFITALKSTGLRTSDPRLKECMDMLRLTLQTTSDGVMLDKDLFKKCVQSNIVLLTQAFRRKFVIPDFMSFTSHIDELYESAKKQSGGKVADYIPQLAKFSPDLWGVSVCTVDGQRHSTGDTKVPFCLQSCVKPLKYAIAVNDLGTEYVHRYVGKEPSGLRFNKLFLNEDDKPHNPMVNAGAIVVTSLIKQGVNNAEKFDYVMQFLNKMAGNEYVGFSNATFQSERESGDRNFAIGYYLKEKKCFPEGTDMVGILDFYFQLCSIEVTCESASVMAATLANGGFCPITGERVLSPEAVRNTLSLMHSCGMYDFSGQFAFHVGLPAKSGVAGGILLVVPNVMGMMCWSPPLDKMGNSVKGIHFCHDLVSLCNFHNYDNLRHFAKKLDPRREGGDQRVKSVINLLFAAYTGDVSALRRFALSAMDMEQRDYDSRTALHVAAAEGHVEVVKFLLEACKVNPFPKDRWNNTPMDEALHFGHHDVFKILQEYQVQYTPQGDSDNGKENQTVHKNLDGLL
#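 Human kidney-isoform GLS in 45 mM KH2PO4 pH 8.2, 0.02% Tween-20, with compound, started with 1mM L-Glutamine (added stock). Glutamate oxidase/HRP/Amplex red coupled fluorescence read at start and after 30 min at RT.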
# Pin1 inhibitor: blocks the human prolyl isomerase Pin1 | Potency, µM (titrated, usually from 115 µM), for the others: at the top dose activity, negative = inhibition, actives largely listed as inhibitors | Pin1 FP peptide displacement, HiFluor488, 10 min | 0.009% of 390,000 active | Q13526; active means well fitted inhibition curve with a large enough effect in the polarisation, with a control signal flat, not every such curve was filed as active; inconclusive means small, poorly fitted or top-dose-only effect, or effect the other way, or a change in a side signal; inactive means no such curve, though single readings can be large or run the other way; the % refers to the polarisation; further: potency means the concentration at half of the fitted maximal effect; on the % scale 0 is the no-effect control and ±100 the full control effect
# Tb PGK inh: blocks T. brucei phosphoglycerate kinase. P07378. PGK/GAPDH coupled, Kinase-Glo luminescence, 60 min. Potency, µM (series often up to 57.5 µM), inactives show at the highest dose activity change, negative = inhibition, actives largely listed as inhibitors. 0.043% of 380,000 active. AID 602233; further: potency means the concentration at half of the fitted maximal effect; on the % scale 0 is the no-effect control and ±100 the full control effect; nearly all actives have a fitted effect of over 60% in size
#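 Recombinant glycosomal PGK reaction used 1,3-bisphosphoglycerate generated in-well by GAPDH (100nM final) in 100mM TEA pH 7.6, 5mM MgCl2, 0.01% Tween-20. After 60 minutes at room temperature, ATP was read by Kinase-Glo Plus luminescence end-point.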
# HP1b chromo inh: blocks HP1-beta chromodomain binding to methylated histone tails; 0.56% of 390,000 active; AlphaScreen HP1-beta / biotin-H3K9me3 peptide binding; Potency, µM (doses to about 114 µM), for the others: at the highest dose activity change, negative = inhibition, actives largely listed as inhibitors; P83916; further: potency means the concentration at half of the fitted maximal effect; nearly all actives have a fitted effect of over 70% in size; inactives centre near 23
#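 Compound inhibition of the preformed complex between 50 nM HP1-beta and 50 nM biotinylated H3K9me3 peptide was read by AlphaScreen. Buffer was PBS pH 7.4 with 0.01% Tween-20. Incubations ran 30 min at room temperature, with 10 ug/mL donor/acceptor beads.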
# TrxR1 substrate: is turned over as a substrate by rat TrxR1; O89049; purified TrxR1 substrate turnover, NADPH consumption readout; Potency, µM (titrated, usually from 114 µM), for inactives: at the top dose activity change, negative = substrate turnover; 0.01% of 390,000 active; AID 588456; further: potency means the concentration at half of the fitted maximal effect; on the % scale 0 is the no-effect control and ±100 the full control effect; nearly all actives have a fitted effect of over 50% in size
#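 Rat TrxR1, dispensed at 90 nM, was prereduced with 400 uM NADPH (final) for 5 min at ~22 deg C, then incubated with compound 15 min before 400 uM selenite. A first-read NADPH fluorescence drop versus no-compound background flagged substrates.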
# rTrxR1 inhibitor: rat TrxR1 inhibition. O89049. recombinant rTrxR1, NADPH fluorescence consumption, selenite substrate. Potency, µM (top dose mostly 114 µM), without a hit: at the top dose activity change, negative = inhibition, actives largely listed as inhibitors. 1% of 390,000 active; further: potency means the concentration at half of the fitted maximal effect; on the % scale 0 is the no-effect control and ±100 the full control effect; nearly all actives have a fitted effect of over 65% in size
#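 Rat TrxR1 (90 nM in the dispensed reagent) was pre-reduced with 400 uM NADPH for 5 min at room temperature, then incubated with compound for 15 min. After 400 uM selenite was added, NADPH fluorescence (Ex 340/Em 450 nm) was followed for 8 min.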
# IDH1 R132H inh: human IDH1 R132H inhibition | O75874 | IDH1-R132H enzyme, NADPH consumption, diaphorase/resazurin fluorescence | Potency, µM (series often up to 76.6 µM), inactives show top-dose activity change, negative = inhibition, actives largely listed as inhibitors | 0.093% of 390,000 active | AID 602179; further: potency means the concentration at half of the fitted maximal effect; on the % scale 0 is the no-effect control and ±100 the full control effect; nearly all actives have a fitted effect of over 65% in size
# Target sequence (O75874 whole entry R132H, stated change not applied): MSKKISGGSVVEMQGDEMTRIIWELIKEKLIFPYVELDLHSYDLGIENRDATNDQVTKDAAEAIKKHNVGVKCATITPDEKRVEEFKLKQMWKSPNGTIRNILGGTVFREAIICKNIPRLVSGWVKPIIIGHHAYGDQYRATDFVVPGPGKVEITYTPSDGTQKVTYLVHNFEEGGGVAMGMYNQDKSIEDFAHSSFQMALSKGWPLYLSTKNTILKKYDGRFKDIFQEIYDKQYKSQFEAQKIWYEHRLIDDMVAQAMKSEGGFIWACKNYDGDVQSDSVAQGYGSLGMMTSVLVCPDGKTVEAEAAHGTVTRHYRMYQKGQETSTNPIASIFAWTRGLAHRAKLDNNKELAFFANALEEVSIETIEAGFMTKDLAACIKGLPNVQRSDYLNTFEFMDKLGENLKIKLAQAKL
#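 IDH1-R132H (0.5 ug/mL dispensed) in pH 7.5 Tris buffer was preincubated 30 min with compound, then given a substrate mix of 0.016 mM NADPH and 2 mM alpha-KG for 80 min at room temperature; remaining NADPH was read by diaphorase/resazurin fluorescence.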
# PI4K2A inh: inhibitors of human PI4K2A; Q9BTU6; purified PI4K2A, ADP-Glo luminescence, 1 h; hits give low values; activity change, negative = inhibition, % at 76.9 µM; 0.13% of 420,000 active; AID 1346378; in the data active means activity change below about -50%; inconclusive means mostly about -30% to -49%;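 further: -100% = wells without enzyme as full effect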
#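 Compounds are screened against recombinant PI4K2A using PI as substrate and ATP, the latter dispensed at 300 microM. Reactions run one hour at ambient temperature before ADP-Glo detection; full inhibition defined by wells lacking enzyme.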
# The depositor's hits bear a star; i = inactive; ? = inconclusive; . = no result given; & = joins results of further samples; [ ] = another dose, or the depositor's remark. Unless noted, the call rests on the fitted dose curve; in most records, active means well fitted curve in the direction sought with a large enough effect; inconclusive means small, poorly fitted or top-dose-only effect, or another doubt; inactive means no such curve, though single readings can be large; an effect the other way counts as inactive or inconclusive. Some of the compounds tested; count on the stated rates, not on these rows.
USP1 inh	GLS inh	Pin1 inhibitor	Tb PGK inh	HP1b chromo inh	TrxR1 substrate	rTrxR1 inhibitor	IDH1 R132H inh	PI4K2A inh	Compound
-14%	5%	6%	-10%	1%	5%[57.1 µM]	-10%[57.1 µM]	0%	5	CCOC(=O)NC(=O)COC(=O)c1ccc(Sc2ncn[nH]2)c([N+](=O)[O-])c1
27%	-1%	?	3%	-5%	-10%	-48%	9%	-1	Cc1ccc(N=Nc2c(O)n(CN3CCOCC3)c3ccccc23)cc1
-12%	-2%	?	-7%	46%[activator]	-6%	-16%	5%	-2	CC(c1nccs1)N(C)c1nc2nonc2nc1NC1CC1 (centres undefined)
-14%	-2%	6%	-12%	?	-8%	10%[57.1 µM]	6%	-2	CC(CN1CCCCC1)c1ccccc1 (centres undefined)
1%	12%	-2%	-2%	6%	-5%	19%	-2%	2	COc1ccc(-n2c(=O)c3ccccc3n(CC(=O)NCCc3ccccc3)c2=O)c(OC)c1
?	.	?	-7%	127%[activator]	4%	-7%	-1%	-1	Cc1ccccc1NC(=O)c1sc2nc3c(c(-c4ccco4)c2c1N)CCCC3
-6%	-16%	-4%	-4%	29%	-1%[57.1 µM]	7%[57.1 µM]	-3%	2	O=C(CN1CCN(S(=O)(=O)c2ccccc2Cl)CC1)NCC1(N2CCOCC2)CCCCC1
-10%	11%	?	9%	13%	-6%	-7%	1%	3	Cc1ccc(-c2nnn(CC(=O)N(CC(=O)NC3CCCC3)c3ccc(F)cc3)n2)o1
-5%	6%	-2%	12%	?	-2%	1%	5%	1	COc1cc(/C=N/NC(=O)CCc2n[nH]c(=O)[nH]c2=O)cc(OC)c1OC
-20%	0%	-7%	0%	27%	8%	23%	-4%	-1	CCCc1nnc(NC(=O)C23CC4CC(CC(C4)C2)C3)s1
0%	14%	3%	-3%	18%	14%[57.1 µM]	?	-1%	3	c1ccc(-n2c(-c3ccncc3)nnc2-c2ccco2)cc1
-11%	4%	-5%	4%	20%	0%	-19%	-1%	-6	Cn1c2ccccc2c2cc(C(=O)N3CCOCC3)sc21
-21%	-6%	1%	i	30%	3%	14%	13%	9	O=C(CN(C(=O)c1ccccc1Cl)N1C(=O)C2C3C=CC(C3)C2C1=O)c1cccs1 (centres undefined)
?	29%&23%	-1%&6%	9%&4%	26%&35%	2%	8%&6%	-8%&-12%	-3&1	COc1ccc(N2CCN(C(=O)c3nn(C)c4c3CS(=O)(=O)c3ccccc3-4)CC2)cc1
-16%	0%	-2%	-6%	18%	11%[11.4 µM]	27%[11.4 µM]	3%	-5	COc1ccc(-c2coc3cc(OC(=O)N4CCOCC4)ccc3c2=O)cc1
-29%	-6%	-1%	i	26%	-5%	-1%	11%	-2	Cc1ccc(OCCCc2c(C)n[nH]c2C)cc1
-18%	-4%	?	.	32%	0%	12%	23%	-4	CCOc1cccc(NC(=O)C2CC(=O)N(C)C(=Nc3cccc(F)c3)S2)c1 (centres undefined)
-16%	4%	-10%	5%	24%	-3%	-7%	3%	5	CN(C)S(=O)(=O)c1ccc(N2CCCC2)c(C(=O)Nc2ccc(C(N)=O)cc2)c1
-21%	-1%	23%	-5%	272%[activator]	128%[activator]	?	-2%	-3	Cn1c(-c2ccc(C#N)cc2)c(C#Cc2ccccc2)c2ccccc21
-1%	1%	-1%	-8%	9%	19%	35%	4%	0	O=C1NC(c2ccccc2)C(C(=O)c2cccs2)C(O)(C(F)(F)F)N1 (centres undefined)
-18%	3%	-2%	2%	47%[activator]	8%	18%	8%	-1	Cc1cc2ncn(-c3nnnn3-c3ccccc3)c2cc1C
3%	0%	-1%	-9%	38%	-7%	-3%	2%	-1	O=C(O)Cn1cc(C(=O)c2cccs2)c2ccccc21
-18%	-1%	?	-12%	20%	7%	-15%	-13%	-12	COc1ccc2nc3ccccc3nc2c1
-7%	3%	23%	-2%	22%	6%	1.8µM*	-9%	-2	COCCCNC(=O)c1c(NC(=O)c2nc(S(C)(=O)=O)ncc2Cl)sc2c1CCCC2

# Just Tb PGK inh and PI4K2A inh (two entries from above):
canonical_smiles | Tb PGK inh | PI4K2A inh
O=C(O)Cn1cc(C(=O)c2cccs2)c2ccccc21 | -9% | -1
COc1ccc(-c2coc3cc(OC(=O)N4CCOCC4)ccc3c2=O)cc1 | -6% | -5

# Other compounds.
USP1 inh	GLS inh	Pin1 inhibitor	Tb PGK inh	HP1b chromo inh	TrxR1 substrate	rTrxR1 inhibitor	IDH1 R132H inh	PI4K2A inh	Compound
-8%	4%	-8%	0%	31%	4%	9%	1%	-6	C[C@H]1NC(=O)[C@@]2(C)[C@@H](c3ccccc3)[C@H]3COc4ccccc4[C@H]3N2C1=O
?	22%	13%	-9%[11.5 µM]	6%	4%	17%	11%	-4	Cc1ccc(C)c(N2CCN(C(=O)CNS(=O)(=O)c3cccs3)CC2)c1
.	2%	.	.	.	?	?	.	-20&-7	CCOC(=O)c1cnc2c(cnn2CC)c1NN=C(C)C
-14%	?	69%[activator]	.	?	-11%	-3%	-8%	-5	CC(=O)NC1=NC(=O)/C(=C/c2cn(C(C)=O)nc2-c2ccccc2)S1
-8%	3%	-10%	10%	79%[activator]	-2%	3%	0%	-2	COc1ccc(/C(N)=N/OC(=O)CCc2ccccc2)cc1OC
-10%	0%	-3%	-9%	34%	-6%[57.1 µM]	-2%[11.4 µM]	1%	1	O=C(NCC1CCCO1)c1ccccc1NS(=O)(=O)c1cc([N+](=O)[O-])ccc1Cl (centres undefined)
-17%	2%	-2%	-8%	29%	8%	12%	5%	-8	C=CCN1C(=O)c2oc3ccccc3c(=O)c2C1c1ccc(O)c(OC)c1 (centres undefined)
-13%	-8%	0%	i	44%[activator]	-4%	-4%	12%	0	Cc1ccc(S(=O)(=O)CCC(=O)Nc2nc(-c3ccccn3)cs2)cc1
-10%	7%	0%	-1%	17%	0%	15%	-5%	-7	Cc1ccccc1S(=O)(=O)Cc1ccc(C(=O)NC(C)c2ccc3c(c2)OCCO3)o1 (centres undefined)
-1%	-15%	-2%	-2%	16%	-1%	9%	0%	-10	Cc1ccccc1-c1nc2ccccc2c(=O)n1/N=C/c1ccc([N+](=O)[O-])cc1
-6%	7%	-3%	0%	21%	-9%	-10%	16%	-1	Cc1cc(NC(=O)CSCC(=O)N(C)Cc2cccc(Cl)c2)no1
-5%	3%	-4%	-4%	44%[activator]	4%	12%	1%	1	CCc1nc(N[C@@H](CC(C)C)C(=O)O)c2oc3ccccc3c2n1
-29%	-20%	?	3%	20%	7%	14µM*	-2%	-11	O=C(COc1ccc(/C=C\[N+](=O)[O-])cc1)N1CCOCC1
-13%	-14%	6%	i	6%	-6%	1%[57.1 µM]	-1%	3	CCC/C(O)=C1\C(=O)CC(C)(C)CC1=Nc1ccccc1OC
4%	16%	-9%	-2%	16%	-1%	-10%	10%	9	CCN(CC)CCN(Cc1cc2cc(C)ccc2[nH]c1=O)C(=O)Nc1ccccc1OC
-24%	-5%	0%	-7%	7%[57 µM]	0%	8%	-2%	1	Cc1nn(C(C)C(=O)NCCC2=CCCCC2)c(=O)c2nn(-c3ccccc3)c(C)c12 (centres undefined)
-8%	0%	-4%	i	16%[57 µM]	-3%[57.1 µM]	20%[57.1 µM]	-11%	7	Cc1ccc(C(=O)N2CCCCC2)cc1NC(=O)c1nsc2ccccc12
-17%	10%	-3%	-10%	22%	15%	19%	5%	2	CSc1nc(N)nc2c1ncn2CC(=O)N1CCN(Cc2c(C)cc(C)cc2C)CC1
-18%	3%	5%	-3%	42%[activator]	1%	9%	3%	5	CCCn1c(N)c(C(=O)CN2CCN(S(=O)(=O)c3cccs3)CC2)c(=O)[nH]c1=O
-15%	0%	-8%	-1%	31%	6%	15%	3%	2	CCN(CC(=O)Nc1ccc(NC(C)=O)cc1)C(=O)C1CCCN(C(=O)c2ccc(Cl)cc2)C1 (centres undefined)
-15%	0%	-1%	2%	29%	5%	6%	-1%	1	COc1cc(OC)c(NC(=O)C2CCCO2)cc1Cl (centres undefined)
-4%	0%	7%	1%	23%	-11%	-3%	5%	-3	Cc1ccc(NC(=O)CN2C(=O)/C(=C\c3cccs3)SC2=S)cc1
-11%	-10%	10%	-2%	2%	0%	12%	-15%	-7	O=C(Nc1ccc(F)cc1F)c1ccc(-n2cnc3cccnc32)cc1
-13%	0%	-1%	-1%	39%	7%	3%	9%	0	c1ccc(-n2ncc3c(NCc4cccs4)ncnc32)cc1
-16%	2%	13%	-1%	1%	-7%	0%	1%	4	Cc1ccccc1NC(=O)Cc1nc(COC(=O)c2cc([N+](=O)[O-])ccc2N)cs1
-4%	-10%	1%	-2%	17%	8%[57.1 µM]	11%[57.1 µM]	-8%	2	COc1cccc(CN2CCNC(=O)C2CC(=O)N(C)CCc2ccccn2)c1 (centres undefined)
?	-13%	9%	-9%	29%	0%	-2%	-7%	2	O=C(c1cccc(Cl)c1)N1CCC(N2CCC(C(=O)N3CCCC3)CC2)CC1

# Source: PubChem BioAssay (National Center for Advancing Translational Sciences (NCATS))
